S1P2 agonist: S1P2 (human) receptor agonism; activation, % at 4.5 µM; S1P2-expressing cell line, agonist reporter read-out; 97,000 tested, 0.46% active; AID 729; in the data active = activation above about 16%;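 also: 0% = vehicle low control and 100% = maximal reference agonist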
S1P2 blocker: antagonists of human S1P2 receptor; cell-based S1P2 antagonist assay, inhibition at 5 uM; 97,000 tested, 0.21% active; AID 736; inhibition, % at 5 µM; in the data active = inhibition above about 45%;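 also: CRE beta-lactamase reporter cells expressing human S1P2 stimulated with S1P; 0% = agonist at EC80 alone and 100% = agonist plus reference antagonist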
PTPN22 act: LYP (human) phosphatase activation; AID 697; Q9Y2R2; activation, % at 2 µM; recombinant LYP, DiFMUP fluorescence; 0 = plate median, 100 = signal doubled; 96,000 tested, 0.11% active;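 active = activation at 2 µM above a set limit, the mean plus 5 SD, cut at about 37% in these data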
Target sequence (Q9Y2R2 whole entry, looked up): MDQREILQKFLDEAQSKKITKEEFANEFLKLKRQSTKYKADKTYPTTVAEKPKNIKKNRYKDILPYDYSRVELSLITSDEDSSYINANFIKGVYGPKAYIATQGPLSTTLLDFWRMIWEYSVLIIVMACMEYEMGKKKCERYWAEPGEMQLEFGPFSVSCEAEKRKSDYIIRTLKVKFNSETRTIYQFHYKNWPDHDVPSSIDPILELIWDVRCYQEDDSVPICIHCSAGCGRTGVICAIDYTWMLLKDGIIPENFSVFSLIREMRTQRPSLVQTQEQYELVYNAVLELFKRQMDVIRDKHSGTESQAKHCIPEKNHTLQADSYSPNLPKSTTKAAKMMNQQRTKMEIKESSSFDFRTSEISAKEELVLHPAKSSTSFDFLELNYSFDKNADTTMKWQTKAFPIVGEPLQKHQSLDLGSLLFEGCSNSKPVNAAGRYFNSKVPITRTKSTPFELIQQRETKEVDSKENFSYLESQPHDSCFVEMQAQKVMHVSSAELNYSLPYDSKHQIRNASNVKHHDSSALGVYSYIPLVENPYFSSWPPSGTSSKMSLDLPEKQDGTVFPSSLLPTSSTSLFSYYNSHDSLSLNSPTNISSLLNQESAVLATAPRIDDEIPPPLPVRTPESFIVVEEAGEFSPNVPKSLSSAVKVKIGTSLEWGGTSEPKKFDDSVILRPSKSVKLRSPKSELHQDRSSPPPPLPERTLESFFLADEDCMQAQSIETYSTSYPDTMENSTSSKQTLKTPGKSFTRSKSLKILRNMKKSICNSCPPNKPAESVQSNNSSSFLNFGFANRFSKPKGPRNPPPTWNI
HUVEC inhibit: inhibitors of human endothelial cell proliferation; HUVEC proliferation, CellTiter-Glo luminescence, 72 h; active compounds read low; viability, % at 10 µM (by protocol); 86,000 tested, 1.1% active; AID 648;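 active = viability at or below 30%; inactive = viability above 30%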;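 also: 100% = median luminescence of DMSO-only cell control wells on each plate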
H69AR inhibit: blocks growth of human H69AR lung tumor cells | AID 598 | viability, % at 10 µM | 85,000 tested, 6% active | H69AR lung tumor viability, ATP luminescence, 72 h; active compounds read low;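 active = viability at or below 40%; inactive = viability above 40%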;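 also: multidrug resistant small cell line overexpressing MRP-1 efflux transporter; 100% = mean luminescence of untreated control wells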
sEH act: increases human soluble epoxide hydrolase activity; purified human sEH enzymatic activity, activator screen; AID 717; 91,000 tested, 0.04% active; P34913; activation, % at 2 µM; in the data active = activation above about 37%; also: values of inactives mirror those of a sister screen read the other way
PostGolgi ctrl: inhibits growth of the yeast control strain | efflux-deficient yeast background strain, growth absorbance A615, 16 h | inhibition, % at 10 µM | 98,000 tested, 5% active | AID 738; in the data active = inhibition above about 30%
Lung fibro prol: blocks proliferation of human lung fibroblasts; LL 47 human lung fibroblast viability, ATP luminescence; active compounds read low; viability, % at 10 µM; 85,000 tested, 1.1% active;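 active = viability at or below 50% in the single dose screen; inactive = viability above 50%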;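 also: compound exposure lasted 72 h before the ATP readout; 100% = median luminescence of untreated cell-only wells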
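Test system: LL 47 human lung fibroblasts / Quantity: 1,150 cells in each well / Medium: IMEM growth medium with 15% fetal bovine serum / Incubation: 72 h compound exposure at 37 °C after overnight plating / Detection: CellTiter-Glo luminescence measuring cellular ATP / Read-out: % viability versus median cells-only luminescence / Benchmarks: cell-only wells, no compound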
sEH inhibitor: soluble epoxide hydrolase (human) inhibition; recombinant human sEH enzymatic activity assay; inhibition, % at 2 µM; 91,000 tested, 0.34% active; AID 707; in the data active = inhibition above about 80%; also: values of inactives mirror those of a sister screen read the other way; many of its hits are not listed in these tables
Numbers without * were called inactive; x = not tested or not shown. Only part of the results is shown; rates above refer to the full screens.

Values run as follows: S1P2 agonist	S1P2 blocker	PTPN22 act	HUVEC inhibit	H69AR inhibit	sEH act	PostGolgi ctrl	Lung fibro prol	sEH inhibitor
COc1ccc(OC)c(C2C3=C(N=C4SCC(=O)N42)c2ccccc2CC3)c1 (configuration not stated)
 : -10	14	-13	91	57	-14	-2	91	14
O=C(O)C1C2C=CC(C2)C1C(=O)OCC1CCCO1 (configuration not stated)
 : -6	-7	13	97	84	8	3	97	-8
CCOc1nc(NCCC2=CCCCC2)nc(N2CCOCC2)n1
 : 0	-33	8	97	102	1	27	107	-1
CCOC(=O)C1(Cc2ccc(O)cc2)NC(c2ccccc2F)C2C(=O)N(C)C(=O)C21 (configuration not stated)
 : -7	18	2	97	77	-1	1	95	1
Cc1ccc(NC(=O)CSc2nccc(=O)[nH]2)c(S(=O)(=O)N2CCOCC2)c1
 : x	x	x	93	91	x	-10	102	x
CC1=C(C(N)=O)C(c2ccc(Cl)cc2)NC(=O)N1 (configuration not stated)
 : -10	13	7	97	107	-7	6	94	8
O=C(Oc1ccc(-c2cn3c(n2)SCC3)cc1)c1ccccc1
 : -6	1	1	91	106	-4	-1	94	6
COc1ccc(C(=O)CSc2nc3ccccc3n2CC(=O)NC(C)(C)C)cc1
 : -2	-1	4	x	x	4	-1	x	-3
CN(C)CCNc1nc2c(c(=O)[nH]c(=O)n2C)n1CC(O)COc1ccc(Cl)cc1Cl (configuration not stated)
 : -2	5	-3	89	79	8	-6	99	-9
c1coc(CNc2nc(N3CCCCC3)nc3ccccc23)c1
 : x	x	x	56	5.3*	x	8	81	x
C=CCn1nnnc1SCC(=O)Nc1ccccc1C(=O)OC
 : x	x	x	107	90	x	17	106	x
CC1=C(C(=O)OC(C)C)C(c2cccnc2)C2=C(CC(C)(C)CC2=O)N1 (configuration not stated)
 : 5	-7	1	96	86	-6	x	93	7
CCOc1cc(C2Nc3ccccc3C(=O)N2c2ccccc2OC)ccc1O (configuration not stated)
 : -5	2	5	111	102	6	1	111	-4
CCCCn1c(-c2csc3c2CCCC3)n[nH]c1=S
 : -2	5	-3	x	x	-24	19	x	25
Cc1sc(NC(=O)CN2CCOCC2)c(C(=O)c2ccccc2)c1C
 : -9	-5	11	x	x	-2	7	x	0
Cc1ccnc(-n2sc3ccccc3c2=O)n1
 : -5	4	2	83	1.5*	16	15	68	-14
N#CC1(P(=O)(c2ccccc2)c2ccccc2)CC1
 : -3	-4	-3	87	90	x	7	93	x
CCOC(=O)C1CCCN(C2CC(=O)N(c3ccc(C)c(C)c3)C2=O)C1 (configuration not stated)
 : -7	-19	5	103	102	14	1	96	-8
CC1CCCN(S(=O)(=O)Cc2ccc(Cl)cc2)C1 (configuration not stated)
 : -2	-7	0	98	106	16	1	106	-20
CCOC(=O)C1=C(C)NC(=O)NC1c1ccc(OC(C)C(=O)O)c(OC)c1 (configuration not stated)
 : -3	1	-1	88	93	8	1	83	-9

Values run as follows: S1P2 agonist	S1P2 blocker	PTPN22 act	HUVEC inhibit	H69AR inhibit	sEH act	PostGolgi ctrl	Lung fibro prol	sEH inhibitor
Clc1ccc(-c2nc3ccccn3c2CN2CCOCC2)cc1
 : -3	-17	-10	x	x	11	10	x	-9
CC(C)NC(=O)C1(c2ccccc2)CCOCC1
 : -1	-6	-9	86	75	-5	3	92	7
CCN1C(=O)C(C)S/C1=N\S(=O)(=O)c1ccc(Cl)s1 (configuration not stated)
 : -12	15	-10	105	103	-14	3	100	15
CSC(=NNC(=O)c1ccc(O)cc1)SC
 : -9	-1	-2	x	x	-4	-4	x	5
COc1ccc(N2CCN(C(=N)/C(C(C)=O)=C(\C)O)CC2)cc1
 : -6	30	12	103	95	4	6	100	-2
Cn1c(=O)c2c(ncn2CCCNC2=CC(C)(C)CC(=O)C2)n(C)c1=O
 : -2	-4	-8	104	104	5	-8	109	0
Cc1cccc(NC(=O)CSc2nnc(-c3ccccc3C)o2)c1
 : -12	2	12	89	83	-9	-3	101	10
COc1ccc(-c2cc(=O)[nH]c(NCc3ccccc3)n2)cc1
 : -1	-38	-10	83	85	-10	27	91	10
O=C(Oc1ccc2c(=O)c(Oc3ccc4ccccc4c3)coc2c1)c1ccco1
 : 2	-18	3	104	109	2	30	102	-2
CC(C)(C)c1ccc(C(=O)NCCC(=O)N2CCN(c3ncccn3)CC2)cc1
 : -3	-8	6	102	104	13	10	100	-14
COc1ccc(NC(=O)C2CCCN2C(=O)Nc2ccccc2)cc1OC (configuration not stated)
 : -6	28	-3	101	113	1	x	99	-1
c1ccc(CN2CCN(c3nc4ccccc4c4ccccc34)CC2)cc1
 : -1	-11	-5	99	91	3	18	95	-6
CCOCCOc1nc2c(c(=O)n(C)c(=O)n2C)n1CCc1ccccc1
 : -1	-2	12	88	78	0	x	90	5
CCCCSc1nnc2c(n1)OC(C(=O)c1ccccc1)Nc1ccccc1-2 (configuration not stated)
 : -1	-10	2	66	98	-13	21	106	14
Cc1ccc(S(=O)(=O)NC2CCCc3ccccc32)cc1C (configuration not stated)
 : -2	-1	0	99	104	-37	9	96	37
CCOc1ccc(Nc2cc(=O)n(C)c(=O)n2C)cc1
 : -1	16	-4	x	x	2	1	x	-2
CC(C)C(OC(=O)c1nsc(Cl)c1Cl)C(=O)NCc1ccc2c(c1)OCO2 (configuration not stated)
 : -4	5	5	x	x	-5	17	x	7
CCCCn1c(=O)c(C(=O)c2ccccc2)nc2ccccc21
 : -5	1	-5	93	85	-2	5	100	1
CC(C)NC(=O)CN1C(=O)NC(CCc2ccccc2)C1=O (configuration not stated)
 : -5	19	3	95	93	14	7	102	-13
O=C(NCCCn1ccnc1)c1cccnc1
 : -16	4	4	99	103	10	0	101	-8

Among those listed so far, three contain a thiophene ring, fused or not.
Values run as follows: S1P2 agonist	S1P2 blocker	PTPN22 act	HUVEC inhibit	H69AR inhibit	sEH act	PostGolgi ctrl	Lung fibro prol	sEH inhibitor
CCCCn1c(-c2csc3c2CCCC3)n[nH]c1=S
 : -2	5	-3	x	x	-24	19	x	25
Cc1sc(NC(=O)CN2CCOCC2)c(C(=O)c2ccccc2)c1C
 : -9	-5	11	x	x	-2	7	x	0
CCN1C(=O)C(C)S/C1=N\S(=O)(=O)c1ccc(Cl)s1 (configuration not stated)
 : -12	15	-10	105	103	-14	3	100	15

(next part)
Values run as follows: S1P2 agonist	S1P2 blocker	PTPN22 act	HUVEC inhibit	H69AR inhibit	sEH act	PostGolgi ctrl	Lung fibro prol	sEH inhibitor
CCC(=O)N1c2ccccc2NC2=C(C(=O)CCC2)C1c1ccc(N(C)C)cc1 (configuration not stated)
 : -6	-2	4	90	99	4	-2	92	-4
CCCCCCCCC(=O)Nc1cc(C)ccc1OC
 : -4	-12	2	97	92	6	x	98	-1
CC(C)(C)Cc1nc2ccccc2n1CCc1ccccc1
 : -2	-5	3	96	69	-1	25	89	1
COCCNC(=O)c1nn(-c2cc(OC)cc(OC)c2)c(=O)c2ccccc12
 : x	x	x	83	76	x	1	100	x
CC1CCCCC1NC(=O)C(=O)NCC1CCCO1 (configuration not stated)
 : 0	-21	4	95	93	-4	x	112	4
Clc1ccc(Cn2c(-c3cccnc3Cl)nc3ccccc32)c(Cl)c1
 : -6	-1	-8	x	x	-1	38*	x	3
O=C(/C=C/c1ccco1)NC(=S)Nc1ccc(N2CCOCC2)c(Cl)c1
 : -3	7	0	x	x	-15	6	x	16
COc1ccc(CC(=O)Nc2cc(C)on2)cc1OC
 : -6	-22	1	100	110	8	11	100	-5
CCOc1ccc(Br)cc1CC(=O)O
 : -8	8	3	83	98	-3	3	93	1
COc1cccc(NC(=S)NCCC(c2ccccc2)c2ccccc2)c1
 : -2	-16	1	x	x	-66	16	x	67
CSc1ccccc1C(=O)Nc1cccc(N(C)S(C)(=O)=O)c1
 : -7	-6	4	98	86	-2	2	103	4
CCc1c(C)c(C#N)c2nc3ccccc3n2c1NCCN(C)C
 : 3	-31	0	103	50	10	42*	104	-8
COc1cc(/C=C/C(=O)c2ccc(Cl)s2)cc(OC)c1O
 : -4	-6	-1	x	x	-4	45*	x	6
O=C(Nc1cnn(Cc2ccc(Cl)cc2Cl)c1)c1noc2c1CCCC2
 : x	x	x	87	84	x	33*	106	x
CCC(C)(C(=O)NC1CCCCC1)N(CC1CCCO1)C(=O)CNC(=O)c1ccccc1 (configuration not stated)
 : -5	-3	-7	104	105	-4	2	99	1
N#CCSc1nc2c(sc(=S)n2Cc2ccco2)c(=O)n1-c1ccc(F)cc1
 : -5	-19	4	88	40*	x	13	74	x
N/C(=N\OC(=O)CCC1CCCCC1)c1ccc([N+](=O)[O-])cc1
 : -4	-4	8	x	x	3	-2	x	-5
OC1(c2cn(Cc3ccccc3)nn2)CCCCC1
 : -7	20	5	94	100	-6	38*	106	5
CCCCCC(=O)Nc1nc2ccccc2[nH]1
 : -2	17	7	86	31*	-7	x	84	4
O=C(COc1ccc(Cl)cc1Cl)NCCCCc1ccccc1
 : -4	-10	-1	x	x	-22	42*	x	21

Values run as follows: S1P2 agonist	S1P2 blocker	PTPN22 act	HUVEC inhibit	H69AR inhibit	sEH act	PostGolgi ctrl	Lung fibro prol	sEH inhibitor
CCN1CCn2c1nc(N1CCCCC1)nc2=O
 : -4	8	8	97	89	2	7	100	-1
CCOC(=O)c1nnn(CC(=O)Nc2cccc(F)c2)c1C(=O)OCC
 : -3	-10	5	109	94	-6	6	107	7
c1ccc(N2CCN(Cc3nnnn3C3CCCCC3)CC2)cc1
 : -3	-2	19	106	96	10	0	98	-14
Cc1nc2nc(SCC(=O)C(C)(C)C)[nH]c2cc1Br
 : -6	-5	9	88	85	-16	-7	100	15
CCc1cc(C(=O)NNC(=S)NCc2ccccc2)cs1
 : -5	24	8	x	x	-14	13	x	15
Cc1ccc(NC(=O)NNC(=O)Cn2nc(-c3ccccc3)c(-c3ccccc3)c(C#N)c2=O)cc1
 : -8	-11	-2	x	x	-1	-1	x	1
COc1ccc(S(=O)(=O)Nc2cc(C(=O)NC3CCCCCC3)ccc2N2CCOCC2)cc1
 : -3	10	2	88	79	x	13	95	x
Cc1ccc(C)c(N2CCN(S(=O)(=O)c3ccc4c(c3)oc(=O)n4C)CC2)c1
 : -8	-5	-13	98	85	x	24	94	x
COc1ccc(S(=O)(=O)N2CCC(C(N)=O)CC2)cc1
 : -3	-16	-8	101	92	0	x	101	-1
COC(=O)c1ccccc1NC(=O)CN(c1ccc(OC)cc1)S(C)(=O)=O
 : -5	-21	-4	66	40	8	x	101	-7
O=C(CCN1CCCCC1)c1ccccc1
 : 0	-21	-3	91	72	-2	5	83	-2
Cc1cccc(C(=O)O/N=C(\N)c2cccc([N+](=O)[O-])c2)c1
 : -2	-6	9	x	x	-5	3	x	7
COc1nc(OC)nc(N(C)CCO)n1
 : x	x	x	93	92	x	12	100	x
Cc1ccc(C(=O)NNC(=S)Nc2cccc3ccccc23)s1
 : 2	-4	13	x	x	3	16	x	-5
CC1CCCCN1C(=O)Cn1cc(C#N)c2ccccc21 (configuration not stated)
 : -4	0	-6	89	65	3	x	80	-3
COc1ccc(C(=O)Cn2c(=O)c(CCC(=O)O)nn3c4ccccc4nc23)cc1OC
 : -5	10	15	98	104	3	-1	97	-3
O=C(COC(=O)[C@H](Cc1ccccc1)NS(=O)(=O)c1ccccc1F)NC1CCCCC1
 : -5	-4	-2	x	x	-36	-1	x	37
COc1ccc2c(c1OC)C(=O)OC2CC(=O)c1ccc(N(C)C)cc1 (configuration not stated)
 : x	x	x	94	99	x	-4	96	x
Clc1ccc(-c2nn3c(C4COc5ccccc5O4)nnc3s2)cc1 (configuration not stated)
 : -13	3	3	112	67	1	24	100	0
Cc1nnc(SCC(=O)Nc2ccc(Br)cn2)[nH]c1=O
 : -2	-5	7	98	97	-5	1	104	5
CCC(=O)Nc1cc(C(=O)OCC(=O)c2ccccc2Cl)ccc1C
 : -6	-15	8	x	x	8	-7	x	-8
CC1=C(C(=O)OC(C)C)C(c2cccnc2)n2ncnc2N1 (configuration not stated)
 : -3	1	x	92	94	x	3	98	x
COc1cc(OC)c2nc(C)c3c(c2c1)N(c1ccc(O)cc1)CC3
 : -4	5	13	x	x	0	0	x	2
